PLC-beta3 inh: blocks human PLC-beta3 enzyme activity; inhibition, % at 12.2 µM; AID 720704; Q01970; 370,000 compounds, 0.18% hits; Purified PLC-beta3, fluorogenic substrate, fluorescence; in the data active = inhibition above about 11%;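 note: 0% = median of compound wells on plate and 100% = full blocker control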
ADAM17 inh: inhibitors of human ADAM17 | inhibition, % at 6.95 µM | P78536 | recombinant ADAM17, EDANS/DABCYL FRET peptide cleavage | AID 720648 | 370,000 compounds, 0.83% hits;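 active = inhibition above the mean of compounds lying between control limits plus 3 SD, set per campaign, cut at about 8.5% in these data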;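 note: 0% = DMSO-only wells as the low control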
ADAM10 inh: ADAM10 inhibition, QFRET primary screen | recombinant ADAM10, EDANS/DABCYL FRET peptide cleavage, 3 h | inhibition, % at 7 µM | O14672 | 370,000 compounds, 0.62% hits;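 active = inhibition above a per-campaign cutoff equal to the mean of compounds falling between control-based bounds plus 3 SD, cut at about 20% in these data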;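 note: 0% = DMSO wells while the 100% control is not disclosed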
Target sequence (O14672 214-748 limits assumed): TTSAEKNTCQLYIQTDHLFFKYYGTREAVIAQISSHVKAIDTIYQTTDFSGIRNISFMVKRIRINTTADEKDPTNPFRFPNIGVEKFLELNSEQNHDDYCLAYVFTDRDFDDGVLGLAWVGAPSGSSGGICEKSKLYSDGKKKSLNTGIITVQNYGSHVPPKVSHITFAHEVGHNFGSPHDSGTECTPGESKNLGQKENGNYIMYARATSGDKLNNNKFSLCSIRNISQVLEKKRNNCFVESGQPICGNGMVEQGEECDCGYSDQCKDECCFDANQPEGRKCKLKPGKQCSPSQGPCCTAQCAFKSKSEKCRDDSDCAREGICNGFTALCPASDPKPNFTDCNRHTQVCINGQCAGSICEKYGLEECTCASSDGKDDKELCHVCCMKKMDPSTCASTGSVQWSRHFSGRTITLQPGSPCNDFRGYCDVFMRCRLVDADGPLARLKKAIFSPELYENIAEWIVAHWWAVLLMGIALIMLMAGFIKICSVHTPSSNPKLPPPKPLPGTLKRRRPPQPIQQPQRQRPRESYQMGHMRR
hcDAF12 agonist: H. contortus DAF-12 activation, primary screen; AID 652067; activation, % at 6.8 µM; 370,000 compounds, 1.4% hits; HEK293 hcDAF-12 lit1-tk-luc reporter, luminescence; 0% DMSO, 100% Δ7-dafachronic acid;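 active = activation above the mean of all tested compounds plus 3 SD, cut at about 5.5% in these data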;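 note: 100% = response to 3 µM Δ7-dafachronic acid high control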
PLCg1 inh: blocks human PLC-gamma1 enzyme activity; purified PLC-gamma1, fluorogenic substrate, fluorescence; inhibition, % at 12.2 µM; 370,000 compounds, 0.84% hits; AID 720700; in the data active = inhibition above about 9.5%
DAX1 inh-1: inhibits human nuclear receptor DAX1. inhibition, % at 6.75 µM. AID 504766. HEK293 Gal4-DAX1 luciferase reporter, luminescence. 340,000 compounds, 0.99% hits. P51843;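 active = inhibition above the mean over all tested compounds plus 3 SD, cut at about 4.2% in these data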;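 note: 0% = DAX1-transfected cells with DMSO and 100% = empty-vector control cells with DMSO; inhibition shows as a rise in luminescence from relieved DAX1 repression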
ssDAF12 agonist: activators of S. stercoralis DAF-12 nuclear receptor. HEK293 ssDAF-12/GRIP1 lit1-tk-luc reporter, luminescence; % of 3 µM dafachronic acid response. activation, % at 6.8 µM. 370,000 compounds, 1% hits. AID 652126;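 active = activation above the mean over all tested compounds plus 3 SD, cut at about 0.9% in these data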;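 note: 0% = DMSO-only wells and 100% = 3 µM delta7-dafachronic acid wells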
hgDAF-12 ag: hgDAF-12 agonism, primary luciferase screen; HEK293 GAL4-hgDAF12 UAS-luciferase reporter, agonist luminescence; normalized to butyrate control; activation, % at 6.8 µM; 370,000 compounds, 1.8% hits; AID 687014;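 active = activation above a cutoff set at the mean of all screened compounds plus 3 SD, cut at about 10% in these data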;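 note: 0% = DMSO wells and 100% = sodium butyrate wells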
HGIII-sPLA2 inh: Blocks human group III sPLA2 activity; Q9NZ20; QFRET BODIPY PC-A2 liposome hydrolysis, fluorescence; inhibition, % at 12.2 µM; 370,000 compounds, 0.56% hits;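 active = inhibition above mean plus 3 SD of compounds lying within the high and low control bounds, cut at about 19% in these data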;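 note: 0% = median of test compound wells and 100% = no enzyme DMSO wells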
Target sequence (Q9NZ20 whole entry, looked up): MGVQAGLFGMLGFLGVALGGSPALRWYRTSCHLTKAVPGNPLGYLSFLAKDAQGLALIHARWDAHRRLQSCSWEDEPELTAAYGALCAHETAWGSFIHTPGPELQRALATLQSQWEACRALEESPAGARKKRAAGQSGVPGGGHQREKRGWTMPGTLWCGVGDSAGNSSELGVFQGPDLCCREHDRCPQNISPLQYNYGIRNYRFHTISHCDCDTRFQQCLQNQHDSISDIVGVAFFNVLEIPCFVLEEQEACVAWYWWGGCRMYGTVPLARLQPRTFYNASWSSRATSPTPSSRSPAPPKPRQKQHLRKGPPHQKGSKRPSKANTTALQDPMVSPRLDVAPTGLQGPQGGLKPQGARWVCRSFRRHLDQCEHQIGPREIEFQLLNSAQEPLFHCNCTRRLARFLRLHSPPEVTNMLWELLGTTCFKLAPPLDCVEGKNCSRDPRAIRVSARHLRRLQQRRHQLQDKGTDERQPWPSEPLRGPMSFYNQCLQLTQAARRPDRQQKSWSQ
FXN GAA850 act: frataxin GAA850 promoter activation | HEK293 lucGAA850 FXN promoter luciferase reporter, 24 h; percent of 10 µM SAHA response | activation, % at 6 µM | 360,000 compounds, 0.56% hits;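 active = activation above the average of all compounds screened plus 3 SD, cutoff fixed separately per campaign, cut at about 7.5% in these data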;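 note: 0% = DMSO wells and 100% = 10 µM SAHA wells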
DAX1 inh-2: inhibitors of DAX1 repression of SF-1 activated StAR promoter. AID 652010. 370,000 compounds, 1.1% hits. inhibition, % at 6.8 µM. HEK293T StAR-luciferase reporter, SF-1/DAX-1 repression relief;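 active = inhibition above the mean over all tested compounds plus 3 SD, cut at about 3.6% in these data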;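 note: 0% = DAX-1 cells with DMSO and 100% = cells lacking DAX-1 with DMSO; higher inhibition means more luminescence from relief of DAX-1 repression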
Numbers without * were called inactive; i = inactive; . = no result given; & = joins results of further samples; ! = a repeat was not active.

SMILES	PLC-beta3 inh	ADAM17 inh	ADAM10 inh	hcDAF12 agonist	PLCg1 inh	DAX1 inh-1	ssDAF12 agonist	hgDAF-12 ag	HGIII-sPLA2 inh	FXN GAA850 act	DAX1 inh-2
O=C(COC(=O)c1cnccn1)NCc1ccccc1Cl	2	-4	-8	1.6	-2	2.3	-1.4	-1.9	0	1.8	-0.1
O=C(Nc1ccccc1-c1ccccc1)c1cccs1	5	4	0	-1.7	7	0.4	-0.4	1.2	2	0.3	-0.3
COc1ccccc1NC(=O)C1CCCN1C(=O)NCc1ccccc1 (stereo unspecified)	3	-3	-2	-0.3	2	-0.6	-1.2	-1.5	-2	0.0	0.1
O=C(O)C1CC=CCC1C(=O)Nc1ccccc1Cl (stereo unspecified)	-3	-5	-11	-1.6	-2	-0.6	-1.3	1.2	3	0.0	-0.4
CC(=O)c1ccc(Cc2cnc(N)s2)cc1	0	0	1	0.9	-3	0.6	-1.3	0.0	3	0.8	-0.5
CCn1c(SCC(=O)Nc2ccccc2)nc2c(c1=O)SCC2	-8	-6	-15	-0.1	2	1.0	-1.2	2.7	8	0.6	-0.4
Cc1cc(OCC(=O)N2CCN(c3ccc(F)cc3)CC2)c2c(C)cc(=O)oc2c1	-10	-5	-15	-2.9	-3	0.1	-0.8	3.9	2	0.1	-0.1
CCOc1cc(/C=C/C(=O)OCC(=O)NC2CCS(=O)(=O)C2)ccc1OCc1ccccc1 (stereo unspecified)	-39	-16	-47	-0.2	-28	1.7	-1.6	3.8	4	0.4	1.2
CCCCSc1nnc(-c2ccc(C)cc2)o1	2	-3	-6	1.8	1	1.4	-0.1	8.6	-1	4.2	2.3
CNC(=O)Cn1c(C)cc(=O)c2cccc(OC)c21	-90	-27	-60	-0.7	-75	.	-1.3	-1.0	-4	0.9	0.1
CC1CCCC(NC(=O)COC(=O)COc2cccc(F)c2)C1C (stereo unspecified)	2	0	-2	-0.2	-2	0.2	-1.5	-0.2	0	-1.3	0.5
CCOC(=O)N1CCC(N(C(=O)Nc2ccc(CC)cc2)C(C)CC)CC1 (stereo unspecified)	3	1	1	0.2	4	1.4	-0.6	3.2	1	2.6	0.9
CCCCn1cnc2c(c(CC#N)nn2-c2ccccc2)c1=N	-15	-6	-11	-1.6	-10	0.8	-1.4	-3.5	-19	3.4	-0.7
CC(C)C[C@H]1COc2cccc(N3CCOCC3)c2S(=O)(=O)N1	-2	-2	-8	0.1	-1	.	-0.9	-0.1	6	.	0.5
CCC(=O)Nc1ccc2c(c1)ncn2C	5	0	-8	-1.2	3	-1.2	-1.2	1.7	-2	1.9	-0.7
N#Cc1ccccc1NC(=S)NC(=O)c1cccs1	-22	-20	-40	6.0*	-11	1.8	0.9	10	6	1.6	3.5
O=C1C(Cc2ccccc2)Nc2ncnc(N3CCCCC3)c2N1Cc1ccc(Br)cc1 (stereo unspecified)	-12&-11	-2&-3	-14&-9	-0.6&0.5	-8&-1	0.4	-1.4&-0.1	0.0&7.8	4&-1	3.2	0.3&-0.4
O=C(CCc1nc2ccccc2s1)N1CCN(S(=O)(=O)c2cccs2)CC1	-4	-6	0	0.6	-1	-1.4	-0.9	-0.8	-3	1.5	-0.5
CCOC(NC(=O)c1ccccc1)C(NC(=O)c1ccccc1)OCC (stereo unspecified)	2	-6	-2	-0.2	-2	-0.2	-0.3	-1.3	3	1.3	-0.1
Cc1noc(C)c1NC(=O)Nc1ccc2c(c1)CC(=O)N([C@H](C)CO)C[C@@H](C)[C@H](CN(C)CC1CCCCC1)O2	1	0	5	-0.9	0	-0.3	-1.5	0.8	-12	0.1	0.7
Cc1c(NC(=S)NC(=O)c2sc3ccccc3c2Cl)cccc1C(=O)O	-2	-3	-6	2.7	0	-0.6	0.2	18*	9	3.0	5.9*
Cc1ccccc1CCNC(=O)c1cc(C2CC2)nc2c1cnn2C(C)C	-81	-34	-141	-2.1	-56	-1.1	-1.7	-1.2	3	1.3	-0.8
Cc1cc(C)n(-c2nc(NCC(C)O)c3c4c(sc3n2)COC(C)(C)C4)n1 (stereo unspecified)	-75	-263	i	-1.3	-48	3.1	-1.6	-1.2	10	0.9	-1.0
COc1ccc(C(C(=O)N(C)C2CCCC2)N(Cc2ccc(F)cc2)C(=O)c2cc(C)[nH]n2)cc1OC (stereo unspecified)	2	3	3	-0.7	5	.	-1.7	2.0	-4	.	0.2
COc1cc(NC(=O)c2cnc(N)s2)cc(C(=O)Nc2cccc(C(F)(F)F)c2)c1	-7&-4	9.8*!	20*!	-2.3&-0.5	0&2	0.0	-1.9&-1.5	4.1&0.2	-31&-1	1.1	-2.3&-0.2
O=C(Nc1ccccc1)c1cc2c(=O)c3ccccc3oc2nc1C(F)(F)F	0	-5	-2	0.4	1	-0.1	-1.3	-0.5	-1	-0.2	-0.1
Cc1ccc(C(=O)N(CC(=O)NC2CCCC2)c2ccccc2C)s1	6	1	6	-0.4	3	1.0	-1.5	-0.2	5	0.4	-0.9
COc1ccc(NC(=O)CN(C)C(=O)CCNC(=O)Nc2ccccc2)cc1	2	-2	-1	0.7	-2	-0.1	-0.3	-1.2	4	-1.7	0.5
OC(CNCc1ccccc1C(F)(F)F)C(F)(F)F (stereo unspecified)	-2	-10	-15	-0.7	-1	2.9	-1.1	0.5	5	-0.7	0.0
CCN(CC)S(=O)(=O)c1cccc(-c2nnc(SC(C)C(N)=O)n2CCc2ccccc2)c1 (stereo unspecified)	2	1	10	-0.9	7	1.1	-1.6	-2.8	4	0.5	-0.6
COc1ccccc1N1CCN(C(=O)c2nn(C)c3c2CS(=O)(=O)c2ccccc2-3)CC1	2	-4	-22	0.8	2	-0.2	-1.2	-1.8	1	-1.1	-0.8
O=C(COc1ccccc1)Nc1ccccc1C(=O)NC1CC1	0	-3	-1	-1.3	3	0.0	-1.2	1.0	8	1.4	-1.1
CCC(C)(C(=O)NC1CCCCC1)N(Cc1ccco1)C(=O)CC1NC(=O)NC1=O (stereo unspecified)	5	-2	5	1.4	3	-1.1	-0.9	-0.6	6	2.5	0.0
CN=C(Nc1ccccc1)SC1CC(=O)N(c2ccc(C(=O)OC)cc2)C1=O (stereo unspecified)	3	-2	5	-1.1	-1	0.0	-1.1	-3.1	-24	-3.2	-0.4
Cc1cccc(C)c1N1C(=O)c2ccccc2NC(=O)C1C(=O)NCC(C)C (stereo unspecified)	-3	-4	-5	-0.4	-3	.	-1.1	-0.9	-1	.	-0.4
O=C(c1cc2cc3ccc(Cl)cc3nc2o1)N1CCN(Cc2ccc3c(c2)OCO3)CC1	-2	-9	-5	0.4	0	-2.0	-1.0	1.2	3	-1.3	-0.3
CC1(C)C(=O)Nc2ccccc2N1C(=O)CN1C(=O)C(=O)N(C2CCCC2)C1=O	0	-4	-3	0.5	-2	0.6	0.3	0.5	7	-0.9	-0.3
O=C(CSc1nnc(-c2ccncc2)n1-c1ccccc1Cl)Nc1ccc(C(=O)O)cc1	1	-3	-2	-0.9	1	0.2	-1.1	-0.3	0	1.8	0.1
CCSc1ncc(Cl)c(C(=O)Nc2ccc(S(N)(=O)=O)cc2)n1	-6	-2	1	-2.8	2	-0.9	-1.1	-3.1	-3	-1.6	-0.8
CN1C(=S)NC(C)(C)CC1(C)c1ccc(O)cc1O (stereo unspecified)	1	1	4	0.1	8	-1.2	-1.1	0.1	15	-0.9	0.2
Cc1cc(N2CCN(C)CC2)nc2ccc(NC(=O)CCC(=O)NCCC3=CCCCC3)cc12	-21	-50	-271	-2.6	-15	-1.9	-1.7	-1.7	-10	-0.1	0.0
c1ccc2[nH]c(SCc3cscn3)nc2c1	1	-3	2	1.1	4	2.7	-0.1	3.8	-1	1.0	0.0
CC(C)CCNC(=O)NC(=O)COC(=O)/C=C/c1cccc([N+](=O)[O-])c1	-9	-3	3	1.0	-2	-1.2	-1.8	-1.0	1	0.1	-0.5
Cc1ccc(C(=O)OCc2nnc(-c3ccccc3)o2)s1	-8	-1	0	0.5	-2	1.1	-0.8	1.9	1	0.8	1.0
COc1ccc(CN(C)CC(O)COC(c2ccccc2)c2ccccc2)c(OC)c1OC (stereo unspecified)	-3	1	5	-0.8	4	-1.6	-1.2	0.9	-11	-3.4	0.0
Cc1ccc(N2C(N)=C(C#N)C(c3cccnc3)C3=C2CC(C)(C)CC3=O)cc1 (stereo unspecified)	-12	-5	-1	-0.8	-9	0.2	-0.7	0.8	-10	0.5	-0.4
Cn1c(CNC(=O)C(Cc2ccccc2)NC(=O)c2cccc(F)c2)cc(=O)n(C)c1=O (stereo unspecified)	-6	-5	-5	-0.6	0	-0.2	0.0	0.8	11	0.9	0.1
CCOc1cc(C2C(C(=O)N3CCOCC3)=C(C)NC3=C2C(=O)CCC3)ccc1O (stereo unspecified)	-12	-7	-19	-0.9	-7	0.0	-1.2	-0.1	3	1.3	-0.2
CCC(CC)NC(=O)CSc1nnc(-c2c[nH]c3ccccc23)o1	-4	-6	-3	-2.0	-2	0.5	-1.9	-0.5	-1	1.8	-0.8
COc1ccc(C2=Nc3ccc(Br)cc3C(c3ccccc3)N2CC(=O)NN)cc1 (stereo unspecified)	-16	-2	-4	-2.2	-19	-1.0	-0.5	-1.2	3	-0.6	0.2
Cc1c(N2C(=O)/C(=C\c3cccc4ccccc34)SC2=S)c(=O)n(-c2ccccc2)n1C	-1	-5	-3	0.5	-2	0.2	-1.1	4.1	-2	0.8	0.0
NC(=O)c1c(N)[nH]c(C(=O)c2ccccc2)c1-c1ccccc1Cl	-9	-2	-7	-0.2	-11	.	-1.2	-0.2	4	.	0.6
CS(=O)(=O)NN1C(=O)c2ccccc2NC1c1cc2ccccc2nc1Cl (stereo unspecified)	-21	-8	-14	3.1	-16	0.2	-0.6	8.3	7	4.5	1.1
CCC1CCCCN1CCCNC(=O)CNC(=O)Cn1ccc2ccccc2c1=O (stereo unspecified)	-6	-13	-26	-1.7	-6	1.7	-0.8	-3.7	4	-3.2	-0.1
Cc1ccc(S(=O)(=O)N2C[C@H]3N(C(=O)OC(C)C)N(C(=O)OC(C)C)C[C@H](OC(=O)Nc4cccs4)[C@@]3(O)C2)cc1	-3	1	-3	1.5	-1	-0.1	-0.1	-3.2	-26	-8.1	-1.6
O=C(O)CC(NC(=O)Cc1ccc(Cl)cc1)c1ccco1 (stereo unspecified)	-3	-6	7	-0.3	2	.	-1.6	-1.6	10	.	0.5
CCOC(=O)c1ccc(S(=O)(=O)N2CCN(C(=O)c3nn(C)c(=O)c4ccccc34)CC2)cc1	3	-2	-3	-0.4	2	-0.7	-1.3	-2.5	0	0.5	-0.2
